Screens deposited in PubChem by several laboratories.
Keap1 Nrf2 FP = Keap1-Nrf2 (human) interaction inhibition; Q14145; Keap1 Kelch-Nrf2 peptide fluorescence polarization, 1536-well; inhibition, % at 9.4 µM; hit rate 0.15% among 340,000; AID 504523; in the data active = inhibition above about 12%;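 also: human Keap1 Kelch domain with fluorescein labeled Nrf2 9mer peptide probe; 0% = neutral control wells and 100% = peptide positive control; higher means more block of Keap1 binding to Nrf2 peptide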
OPRM1-OPRD1 ag = OPRM1-OPRD1 heterodimerization agonism | cells, luminescence | activation, % at 9.3 µM | hit rate 0.3% among 340,000; in the data active = activation above about 18%;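 also: 0% = vehicle-treated cells and 100% = reference agonist; values of inactives mirror those of a sister screen read the other way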
HTR5A ag = HTR5A agonism, opioid heterodimer counter-screen | HTR5A agonist assay, luminescence, cell-based | activation, % at 9.3 µM | hit rate 0.61% among 340,000; in the data active = activation mostly above about 9.5%, no sharp cut-off; inactive = mostly below about 7.6%;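 also: 0% = cells with vehicle only and 100% = reference agonist; strong numbers were not always called active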
Target sequence (P47898 whole entry, looked up): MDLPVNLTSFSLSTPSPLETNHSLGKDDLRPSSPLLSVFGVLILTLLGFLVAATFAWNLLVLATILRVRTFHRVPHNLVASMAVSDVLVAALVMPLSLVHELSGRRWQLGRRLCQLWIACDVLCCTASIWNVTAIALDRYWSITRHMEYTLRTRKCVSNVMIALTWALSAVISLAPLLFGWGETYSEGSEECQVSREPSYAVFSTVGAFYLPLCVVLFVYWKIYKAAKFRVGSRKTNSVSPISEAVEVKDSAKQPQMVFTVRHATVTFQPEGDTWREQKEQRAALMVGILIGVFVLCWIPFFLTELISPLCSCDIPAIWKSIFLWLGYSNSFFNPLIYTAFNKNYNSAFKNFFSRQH
RTF Ca sens act = cardiac RTF calcium sensitization; P19429+P45379; IANBD-labeled TnC RTF fluorescence at EC20 calcium; 0% EC20 calcium, 100% full calcium; activation, % at 7.2 µM; hit rate 0.24% among 340,000;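 active = activation above the mean over all tested compounds plus 3 SD, cut at about 30% in these data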;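 also: rise in fluorescence read as greater calcium sensitivity of cardiac thin filaments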
V-ATPase pH = alters yeast V-ATPase proton transport; S. cerevisiae, pHLuorin cytosolic pH fluorescence; response, % at 10 µM; hit rate 0.37% among 350,000; in the data active = response mostly above about 7.3%, no sharp cut-off; inactive = mostly below about 5.4%; also: actives read high; inactives centre near 0; some compounds called inactive have numbers as strong as hits; reference of the scale not given here
LANA DNA inh = inhibitors of KSHV LANA C-terminal domain DNA binding; MBP-C-LANA/FAM-LBS DNA binding, fluorescence polarization; hit rate 0.078% among 340,000; inhibition, % at 9 µM;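 active = highest replicate inhibition at or above 60% at 9 µM, even if other replicates fall short; inactive = all replicates below 60% inhibition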;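 also: 0% = neutral control wells and 100% = 4 µM acridine orange control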
HTR5A inv ctr = inverse agonist of human HTR5A in OPRM1-OPRD1 counter-screen; P47898; HTR5A cell line, luminescence, inverse agonism; inhibition, % at 9.3 µM; hit rate 0.083% among 340,000; AID 504634; in the data active = inhibition mostly above about 23%, no sharp cut-off; inactive = mostly below about 18%;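 also: 0% = cells with DMSO and 100% = no-cell wells with DMSO; some compounds called inactive have numbers as strong as hits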
RTF Ca sens inh = cardiac RTF calcium desensitization. IANBD-labeled cardiac RTF, Ca2+ fluorescence. hit rate 0.12% among 340,000. inhibition, % at 7.15 µM. P19429+P45379;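 active = inhibition above the mean inhibition of all tested compounds plus 3 SD, cut at about 17% in these data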;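 also: assay run at fixed EC70 calcium of 1.6 mM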
OPRM1-OPRD1 inv = inverse agonist of human OPRM1-OPRD1 heterodimerization. P35372+P41143. cell-based MOR-DOR heterodimer luminescence, inverse agonism. inhibition, % at 9.3 µM. hit rate 0.21% among 340,000. AID 504357; in the data active = inhibition above about 22%, passing the limit was not always enough;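 also: 0% = cells with DMSO and 100% = wells without cells with DMSO; values of inactives mirror those of a sister screen read the other way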
CAL PDZ FP = CAL PDZ (human) peptide binding inhibition; Q9HD26; purified CAL PDZ, TMR-peptide fluorescence polarization, 1 h; hit rate 0.92% among 300,000; inhibition, % at 24.9 µM;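 active = mean inhibition of at least 30% with at least half of replicates also reaching 30%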;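 also: 0% = DMSO neutral control and 100% = excess unlabeled competitor peptide PRC23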
Numbers without * were called inactive; i = inactive; · = not tested or not shown.

SMILES	Keap1 Nrf2 FP	OPRM1-OPRD1 ag	HTR5A ag	RTF Ca sens act	V-ATPase pH	LANA DNA inh	HTR5A inv ctr	RTF Ca sens inh	OPRM1-OPRD1 inv	CAL PDZ FP
O=C(CC(NC(=O)c1ccccc1Cl)c1ccccc1)Nc1ccc2c(c1)OCO2 (configuration not stated)	-3	-1.3	-1	9	1	0.5	2	-5	7	-2
CCCCNC(=O)CN(c1cc(C(F)(F)F)ccc1Cl)S(C)(=O)=O	-4	-2.5	1	3	6	1.0	-5	5	13	-3
O=C(COC(=O)Cn1cnc2ccccc21)Nc1cccc([N+](=O)[O-])c1	-2	-3.9	-2	4	-2	0.4	-50	2	21	·
CCNC(=O)Cn1c(=O)c(=O)n(Cc2ccccc2)c2ccc(Cl)cc21	-7	-1.2	1	-3	3	-0.4	3	6	5	-2
CCOc1ccc(C(=O)C(C)OC(=O)c2cnc(C)cn2)cc1 (configuration not stated)	1	-2.1	-5	1	-1	0.5	16	0	13	9
COc1cc(/C=C2/SC(=S)N(Cc3ccccc3)C2=O)ccc1OS(C)(=O)=O	-5	-1.5	0	0	0	-0.6	1	-5	7	0
c1coc(CN2CN=C(Nc3nc4ccccc4s3)NC2)c1	-2	0.0	-3	2	0	-1.0	-14	-15	0	1
COc1ccc(C(Nc2ccccn2)c2c(NC(=O)c3ccco3)sc(C)c2C)cc1 (configuration not stated)	-5	2.8	-4	-3	-3	0.6	-4	9	-17	-14
O=C(Nc1ccnn1C1CCN(C/C=C/c2ccc(F)cc2)CC1)C1CCCC1	-3	-2.4	5	-7	3	-2.4	-7	-1	13	-5
COc1ccc(CCN2C(=S)N(C)C(=O)C2CC(=O)Nc2ccc(OC)cc2)cc1 (configuration not stated)	0	-0.1	8	8	0	1.7	-13	-3	1	-1
Cc1c(C(=O)N2CCOCC2)c(S(=O)(=O)Nc2cccc(C#N)c2)c(C)n1C	-4	-0.8	-3	-1	1	0.3	0	-10	4	68*
CCCc1cc(=O)[nH]c(SCc2nc3ccc([N+](=O)[O-])cc3[nH]2)n1	0	-2.1	10	-7	1	1.1	8	-7	15	3
COc1ccc(CCNC2=C(Cl)C(=O)N(CCc3ccc(OC)c(OC)c3)C2=O)cc1OC	-2	1.3	8	3	0	-1.4	-3	3	-7	4
O=C(CCN1CCN(c2ccccc2)CC1)NNC(=O)Cc1ccccc1Cl	4	-3.2	1	-1	1	-0.6	-4	-1	13	-6
Cc1cc(C)n2nc(C(=O)OCC(=O)c3cc(C)n(C)c3C)nc2n1	4	0.8	2	0	4	5.3	-2	-4	-5	-1
CCCC(NCC(=O)Nc1cc(S(=O)(=O)N2CCOCC2)ccc1OC)c1ccccc1 (configuration not stated)	2	-3.9	-1	-4	-6	0.7	4	-4	21	·
CN(C)CCNc1c2c(nc3ccccc13)CCC2	-3	-3.3	-1	-2	-2	-0.4	-4	-1	17	·
COc1ccc(CC2S/C(=N/N=C/c3ccccc3O)NC2=O)cc1 (configuration not stated)	1	1.5	0	-5	0	0.6	18	-5	-8	-2
O=C1CSC(c2ccccc2)N1CC(O)c1ccc([N+](=O)[O-])cc1 (configuration not stated)	-1	0.1	5	0	-2	-0.7	-15	-14	-1	-3
CC(=O)c1c(OC(=O)c2cccc(Cl)c2)c2ccccc2n1C	0	-0.2	-3	-1	0	9.6	-1	-4	1	·
O=C(NCCC(=O)N(CCc1ccccc1)Cc1ccccc1)c1ccccc1Cl	-1	-4.4	-2	2	2	0.0	4	3	23	-4
Cc1cccc(N2CCN(C(=O)CCC(=O)N3Cc4ccccc4Oc4ncccc43)CC2)c1C	3	0.8	4	-1	0	0.2	6	-1	-4	-2
CC1(C)Cc2c(cnn2-c2ccc(F)cc2)C(NC(=O)CCN2CCCCO2)C1 (configuration not stated)	-1	-3.3	-1	1	-3	0.7	9	2	17	2
O=S(=O)(c1cccc2cnccc12)N1CCNCC1	-3	-1.6	4	0	-2	-0.9	-13	4	9	7
O=C(c1cccc(S(=O)(=O)NCc2ccc3c(c2)OCO3)c1)N1CCCC1	-3	-2.6	1	-3	-2	0.3	-3	-5	10	0
CCCCC1=CC2=CC(=O)C(C)(OC(=O)CC)C(=O)C2=CN1CCc1ccccn1 (configuration not stated)	0	-0.1	-4	0	0	4.0	-4	3	1	1
O=C(CSc1nnc(-c2cccnc2)n1Cc1ccco1)c1ccccc1	-6	3.2	1	-7	4	1.4	-2	-6	-19	0
Cc1cccc(NC(=O)Cn2c(=O)oc3ccccc32)c1C	-3	-4.8	0	-6	-3	-0.3	1	-2	22	-5
CC1CN(C(=O)CSc2nnc(-c3ccc(Cl)cc3)n2C)CC(C)O1 (configuration not stated)	2	-3.8	2	-3	2	-0.8	-21	-5	17	1
CCNC(=O)NC(=O)C(C)OC(=O)c1ccc(-n2nc(SC)sc2=S)cc1 (configuration not stated)	-4	3.0	-1	3	6	0.7	2	-15	-20	-2
NS(=O)(=O)c1ccc(CCNC(=O)NC2CCCCC2)cc1	-2	-2.7	8	0	1	0.1	-24	5	14	1
c1ccc(C(c2ccccc2)N2CCN(Cc3nc(-c4cnccn4)no3)CC2)cc1	3	-1.9	5	6	-3	-1.3	9	-18	10	-8
CCC(C(=O)OC)n1cnc2scc(-c3ccc(C)cc3)c2c1=O (configuration not stated)	-3	-0.8	-5	-2	-5	-0.6	18	1	3	-3
COC(=O)c1[nH]c2ccc(C)cc2c1NC(=O)CN1CCN(c2ccc(F)cc2)CC1	-2	1.5	3	2	-2	-0.3	11	2	-9	-3
COc1cc(C(=O)NCC(=O)OC(C)C(=O)Nc2ncc(Cl)cc2Cl)cc(OC)c1OC (configuration not stated)	-8	-2.0	1	-5	2	0.9	-2	0	10	1
CCOc1ccc(S(=O)(=O)N(CC(N)=O)c2ccc(C)cc2)cc1	-6	-1.7	4	-3	-1	-3.7	7	-1	10	-3
COc1ccc(CN2CC(C(=O)NCCCN3CCCCCC3)CC2=O)cc1 (configuration not stated)	3	0.8	-1	-3	11	0.7	4	-22	-4	1
Cc1nc(N2CCN(c3ccccn3)CC2)c2c(C)c(C(=O)N3CCN(c4ccc(F)cc4)CC3)sc2n1	0	167*	0	-6	0	0.4	-1	4	i	-5
O=C(NNC(=S)Nc1ccccc1Cl)c1ccccc1	-3	-3.4	-2	-6	1	0.1	-10	1	23	-4
CNS(=O)(=O)c1ccc(NC(=O)C(CCSC)NC(N)=O)cc1 (configuration not stated)	-4	-2.5	1	3	3	-0.2	-19	-18	15	-5
O=C(O)c1ccc(S(=O)(=O)c2ccccc2C(=O)O)c([N+](=O)[O-])c1	-4	-4.5	-2	-4	3	-0.8	8	-3	21	-3
Cc1ccc(S(=O)(=O)CCC(=O)Nc2nc(C(C)(C)C)cs2)cc1	1	-0.5	3	0	1	1.1	0	-2	3	-2
CCC(C)n1nccc1NC(=O)C(C)OC(=O)c1cc2ccccc2[nH]1 (configuration not stated)	-8	-2.4	1	-1	-1	-1.4	-6	0	13	1
CCN(CC)C(=O)COc1ccc2c3c(c(=O)oc2c1C)CCCC3	-3	-1.6	2	0	3	2.4	2	0	9	-1
CCCNc1cc(C)oc(=O)c1C(=O)CC	0	-2.6	2	2	-1	2.0	28	-4	12	-2
Cn1cnnc1Sc1ccc(C(F)(F)F)cc1[N+](=O)[O-]	0	·	·	·	-2	-2.4	·	·	·	-2
CSc1ncc(C(=O)Nc2cc(C)ccc2C)c(C)n1	-2	1.1	0	4	0	-2.6	0	-13	-5	1
Cc1cccc(N=C2NC(=O)/C(=C/c3cccnc3)S2)c1	3	-0.1	-1	0	0	1.8	6	1	0	-3
NC(=S)N/N=C1\c2ccccc2-c2c(C(=O)O)cccc21	-10	-3.0	1	4	-2	-1.7	-16	5	17	-1
O=CNCC(=O)NCCc1ccc(Cl)cc1	6	-2.9	-1	-1	-4	11	-12	-6	16	3
C=CCNC(=O)C1CCN(c2ccc(S(=O)(=O)N3CCOCC3)cc2[N+](=O)[O-])CC1	1	-3.2	-5	-3	0	0.4	6	2	17	1
C/C(CC(=O)Nc1ccc(Br)cc1)=N\NC(=O)Cc1csc(N)n1	-3	-1.1	6	2	-2	0.1	-17	6	6	1
COc1ccc(NC(=O)CSc2nnc(C3CCCCC3)o2)c(OC)c1	-5	4.8	0	6	6	-1.7	2	4	-30	0
CC(C)(C)NC(=O)c1ccc2nsnc2c1	-3	-1.5	-2	6	-1	0.8	-2	5	7	1
Cc1ccc([N+](=O)[O-])cc1Nc1nc(N2CCOCC2)nc(N2CCOCC2)n1	2	-1.8	1	-3	2	-0.3	-1	-7	9	-1
CCN(CC)S(=O)(=O)c1cc(C(=O)NC2=NCCS2)ccc1Cl	-5	-2.4	6	2	2	0.3	2	5	15	-4
CC(C)(C)CC(=O)OCC(=O)Nc1cc(C(C)(C)C)nn1-c1ccccc1	4	6.6	4	4	1	-0.3	-11	-6	-36	·
